# BioA inh: inhibitors of Mycobacterium tuberculosis BioA enzyme | purified M. tuberculosis BioA enzyme, plate reader | 360,000 compounds, 0.096% hits | inhibition, % at 9.99 µM; in the data active means inhibition above about 40%; inconclusive means no clear call, values can overlap the other calls
# BoNT F protease: blocks Botulinum neurotoxin F light chain protease; Multiplex microsphere protease cleavage assay, flow cytometry; inhibition, % at 10 µM; 360,000 compounds, 0.22% hits; AID 588497; in the data active means inhibition above about 35%, passing the limit was not always enough; inconclusive means no clear call, values can overlap the other calls; further: plate controls were buffer without enzyme for full effect and enzyme alone for no effect
# PrPC surface inh: cell surface PrPC inhibition, primary TR-FRET screen; TR-FRET read-out; inhibition, % at 13.8 µM; 370,000 compounds, 0.43% hits; P04156; in the data active means inhibition above about 24%; further: 0% = median of the test wells and 100% = reference compound wells
# FadD28 FP inh: inhibitors of Mycobacterium tuberculosis FadD28 bisubstrate binding | FadD28 bisubstrate probe binding, fluorescence polarization | inhibition, % at 12.5 µM | 360,000 compounds, 0.22% hits; in the data active means inhibition above about 8.5%, passing the limit was not always enough; inconclusive means no clear call, values can overlap the other calls
# MazF activator: MazEF (E. coli) toxin RNase activation. FAM/BHQ RNA-DNA oligo cleavage fluorescence, 5 h. AID 504720. activation, % at 20 µM. 350,000 compounds, 0.32% hits. P0AE70; in the data active means activation above about 50%
# Target sequence (P0AE70 whole entry, looked up): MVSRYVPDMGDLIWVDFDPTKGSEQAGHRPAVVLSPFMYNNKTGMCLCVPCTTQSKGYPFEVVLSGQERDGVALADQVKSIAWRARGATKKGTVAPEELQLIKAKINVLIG
# Mtb FBA inh: inhibitors of M. tuberculosis fructose-bisphosphate aldolase | P9WQA3 | purified M. tuberculosis FBA, fluorescence read-out | inhibition, % at 1 µM | 360,000 compounds, 2.3% hits; in the data active means inhibition above about 27%;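 further: 0% = vehicle and 100% = reference inhibitor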
# Target sequence (P9WQA3 whole entry, looked up): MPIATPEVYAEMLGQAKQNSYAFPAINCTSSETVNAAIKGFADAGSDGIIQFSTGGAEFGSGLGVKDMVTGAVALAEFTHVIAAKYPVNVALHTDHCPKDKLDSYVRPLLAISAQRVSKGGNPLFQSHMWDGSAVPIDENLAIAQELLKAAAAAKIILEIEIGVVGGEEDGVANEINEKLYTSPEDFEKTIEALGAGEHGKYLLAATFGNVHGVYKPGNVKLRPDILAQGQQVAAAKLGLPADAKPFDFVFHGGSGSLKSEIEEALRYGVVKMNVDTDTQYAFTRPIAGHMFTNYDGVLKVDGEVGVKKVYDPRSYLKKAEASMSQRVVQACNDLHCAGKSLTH
# Rv3671c protease: Rv3671c (M. tuberculosis) protease inhibition; 320,000 compounds, 0.048% hits; inhibition, % at 5.96 µM; P9WHR9; AID 2606; in the data active means inhibition above about 38%;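 further: extracellular domain of Rv3671c used as enzyme; 0% = enzyme with DMSO and 100% = no enzyme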
# GDH-TPI counter: GDH-TPI coupled enzyme inhibition counter-screen. 360,000 compounds, 1.2% hits. inhibition, % at 4.8 µM. GDH-TPI coupled enzyme counterscreen, NADH absorbance; in the data active means inhibition above about 30%;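 further: 0% = DMSO wells and 100% = wells lacking the enzyme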
# UGM FP inh: Mtb UDP-galactopyranose mutase inhibition. P9WIQ1. 320,000 compounds, 0.06% hits. purified UGM, fluorescence polarization probe displacement. inhibition, % at 10 µM; in the data active means inhibition above about 10%, passing the limit was not always enough; inconclusive means no clear call, values can overlap the other calls
# Target sequence (P9WIQ1 whole entry, looked up): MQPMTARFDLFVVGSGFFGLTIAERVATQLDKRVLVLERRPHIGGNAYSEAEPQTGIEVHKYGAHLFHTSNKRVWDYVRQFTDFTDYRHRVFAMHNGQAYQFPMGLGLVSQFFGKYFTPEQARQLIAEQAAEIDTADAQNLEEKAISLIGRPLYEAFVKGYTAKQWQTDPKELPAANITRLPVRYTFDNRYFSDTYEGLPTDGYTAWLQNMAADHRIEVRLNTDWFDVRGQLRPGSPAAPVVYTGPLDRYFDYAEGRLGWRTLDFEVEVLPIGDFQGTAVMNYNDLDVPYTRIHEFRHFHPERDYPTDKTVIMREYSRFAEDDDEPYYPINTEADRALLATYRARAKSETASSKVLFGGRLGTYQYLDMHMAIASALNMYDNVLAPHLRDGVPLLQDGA
# The depositor's hits bear a star; ? = inconclusive; · = no result given; & = joins results of further samples.
SMILES,BioA inh,BoNT F protease,PrPC surface inh,FadD28 FP inh,MazF activator,Mtb FBA inh,Rv3671c protease,GDH-TPI counter,UGM FP inh
COc1cc(/C=C/C(=O)OCC(=O)NC(=O)NC2CCCCC2)ccc1OC(F)F,-1.2,-1,1,-1.5,3,0,-12,1,4.8
Nc1cc2c(cc1N)-c1ccccc1C2,-0.1,-22,5,-4.8,5,22,·,4,·
CSc1nc(-c2ccco2)nn1C(=O)c1ccco1,-1.2,5,-5,-1.7,-9,0,-8,-6,-0.7
COc1cccc(OCC(=O)Nc2ccccc2NC(C)=O)c1,-0.2,-3,-2,0.3,13,2,3,12,-0.3
COc1ccc(CC(=O)N(CCC2=CCCCC2)c2c(N)n(Cc3ccccc3)c(=O)[nH]c2=O)cc1OC,-0.2,1,-4,1.1,3,4,-5,3,0.1
COc1ccc(N2CC(C(=O)Nc3ccccc3N3CCCC3)CC2=O)c(OC)c1 (stereo unspecified),·,4,5,-2.2,1,-3,6,6,2.1
COC(=O)CSc1ncnc2c(C)csc12,3.5,·,11,-0.6,6,0,-7,4,0.2
COc1ccccc1NC(=O)Cn1cncc1-c1ccc([N+](=O)[O-])cc1,·,-5,-31,-3.7,-3,-1,-5,15,0.0
CC(C)CN1C(=O)c2ccccc2C1(O)Cc1ccccc1 (stereo unspecified),2.1,13,6,-1.3,5,5,-8,9,1.4
COc1ccc(C(=O)O/N=C(/c2cccs2)C(C)(C)C)cc1,0.8,?,-4,-4.5,3,4,-3,-10,1.7
O=C(Nc1ccc(N2CCCCCC2)cc1)c1ccc[nH]1,0.4,-11,0,-1.9,6,0,0,-7,1.8
Cc1noc(C)c1C(=O)Nc1ccc2c(c1)CCC2,-0.6,-2,-2,-1.0,-10,2,-11,-5,-1.7
O=C(O)CCc1ccc(-c2cccs2)n1NC(=O)c1ccccc1Br,-1.8,-6,-1,2.3,-3,0,-2,19,1.1
Cn1cc(Cc2ccc(C(=O)N3CCCCC3)cn2)c2ccccc21,-4.7,-4,1,0.2,·,3,·,11,·
Cc1ccccc1CSc1nccn1-c1ccccc1,1.7,7,4,0.4,2,3,-3,5,3.6
CCOC(=O)N1CCN(c2c(NCCCN(CC)c3cccc(C)c3)c(=O)c2=O)CC1,2.6,-7,4,0.7,-14,1,-3,4,-0.7
CCOc1ccc(-c2cc(C(=O)N3CCCC3)c3ccccc3n2)cc1,-1.8,0,·,-2.6,8,91*,1,9,-4.3
O=c1[nH]c2ccccc2c(O)c1O,-1.9,5,2,-3.8,15,8,-14,-42,0.2
C=CC[C@@]12C=C(OC)C(=O)C(OC)=C1O[C@H](c1ccc3c(c1)OCO3)[C@H]2C,1.8,5,-7,0.4,6,1,-2,0,-1.4
CN1CCc2c(sc(NC(=O)c3ccc4ccccc4c3)c2C(N)=O)C1,-16,?,·,0.8,·,4,-16,21,0.7
NC(=O)NC(=O)COC(=O)c1cccc(NS(=O)(=O)/C=C/c2ccccc2)c1,·,-3,4,-0.2,-3,-1,2,3,0.5
CC(=O)Nc1ccc(C2=NN(Cc3nnc(-c4ccccc4)o3)C(=O)SC2)cc1,0.6,3,-8,0.8,0,4,-6,4,3.2
COC(=O)c1ccccc1NC(=O)NCc1ccccc1,0.9,-7,4,-0.3,6,7,-7,6,5.6
COc1ccccc1CN(C)C[C@H]1OCc2cnnn2CCCC(=O)N([C@H](C)CO)C[C@@H]1C,-2.8&-1.6,-1,-2,-0.9,4,1,·,1,·
COc1cccc(-c2coc3cc4oc(=O)c(CC(=O)O)c(C)c4cc23)c1,1.5,-10,-1,-6.1,-14,6,-2,5,0.6
C#CCOCCOCCOCCNc1nc(N2CCN(C(=O)Cn3cc(CCO)nn3)CC2)nc(N2CCN(C(=O)[C@H](C(C)C)n3cc(CCO)nn3)CC2)n1,-0.2,-5,-1,-2.9,6,0,8,9,2.6
O=C(Nc1ccc(N2CCOCC2)nc1)c1ccc(F)cc1,1.6,-1,0,2.9,-3,4,-6,-3,-1.3
Cc1ccc(C(=O)CC(=O)c2cc(Cl)ccc2O)cc1,-1.1,-1,9,-4.5,1,1,-7,10,0.9
COc1ccc(-n2c(CSc3nc(C)cc(C)n3)nnc2SCC(=O)Nc2nccs2)cc1,-0.8,-14,1,-1.3,6,3,-4,2,-2.0
COc1cc(CNC(=O)Nc2cccn3nc(COCCO)nc23)cc(OC)c1OC,1.1,-7,-4,0.3,·,0,·,0,·
CCOc1ccc(C(C)=O)cc1COc1ccc(C)nc1[N+](=O)[O-],·,-14,-20,-1.3,6,0,-3,-3,-0.1
COc1ccc(CCNC(=O)NS(=O)(=O)c2ccc(C)cc2)cc1OC,-1.6,-6,4,-2.7,-1,3,-1,-7,-3.7
Cc1ccc(C)c(Cn2nc(-c3cc(C)ccc3C)ccc2=O)c1,0.2,-3,0,-0.8,-20,3,-1,12,-1.7
CCOC(=O)Cc1nnc(NC(=O)c2ccccc2OC)s1,-3.6,2,-6,-5.7,2,2,-7,-2,-1.0
O=C(c1cccc(F)c1)N1CCN(c2cccc(C(F)(F)F)c2)CC1,2.4,6,2,-3.9,7,-2,-10,-8,1.2
CCN(c1ccccc1)S(=O)(=O)c1cccc(C(=O)NCC(c2ccc(F)cc2)N2CCOCC2)c1 (stereo unspecified),0.3,-7,-8,0.0,1,-1,·,-4,·
O=C(CN(Cc1ccco1)C(=O)c1ccc([N+](=O)[O-])cc1)Nc1ccccc1C(F)(F)F,-2.0,-5,-13,-3.2,0,0,-10,-2,0.1
CCSC(=S)c1c(C)[nH]n(-c2ccccc2)c1=O,0.6,?,-6,0.0,2,-1,2,5,-0.4
CCCC(C)NC(=O)COC(=O)c1ccc2c(c1)C(=O)N(Cc1ccco1)C2=O (stereo unspecified),-4.9,-25,2,0.8,4,0,5,11,0.0
C=CC(O)Cc1c(C)n[nH]c1C (stereo unspecified),-0.9,4,-2,0.3,8,0,1,5,0.7
COc1ccc(C(=O)NCCC2=CCCCC2)cc1S(=O)(=O)N1CCOCC1,-5.8,-5,12,0.4,-2,4,6,4,-2.0
CCCCCCCN1C(Nc2ccccc2)=NC[C@@H]1Cc1ccccc1,5.7,-22,8,-1.6,14,-3,3,-9,-1.3
Cc1nnc(SC(=O)N2c3ccccc3Sc3ccccc32)s1,0.2,-6,-3,-0.5,9,-5,-14,-8,0.3
c1ccc2c(Nc3ccc4c(c3)OCCO4)c3c(nc2c1)CCC3,·,-8,7,-4.4,9,2,0,5,-2.1
Cc1ccc(SCC(=O)Nc2ccc(N3CCOCC3)cc2)cc1C,-1.6,-2,6,0.0,-4,3,8,0,0.0
ClC1(Cl)CC1Cn1cnc2ccccc21 (stereo unspecified),-0.7,-9,9,-3.9,5,-2,-8,11,3.4
COc1cc(NS(=O)(=O)c2ccc(NC(=S)NC(=O)c3ccc(Br)cc3)cc2)ncn1,0.0,-6,-4,0.6,-1,1,-2,3,2.8
Cc1csc(SCCn2c(Br)nc3c2c(=O)[nH]c(=O)n3C)n1,1.6,4,7,-1.0,4,0,5,0,-0.2
CCC[C@H]1CC(=O)C=C(c2ccsc2)ON1C(=O)OC(C)(C)C,1.1,-3,-4,-4.1,-8,-1,·,4,·
COc1ccccc1N1CCN(C(=O)c2cc(N3C(=O)C4C5CCC(C5)C4C3=O)ccc2Cl)CC1 (stereo unspecified),·,-6,5,-2.9,0,1,-7,-7,2.2
O=c1cc[nH]c2ccc([N+](=O)[O-])cc12,·,-1,-32,-2.1,0,-1,4,10,-4.9
CC1(c2cc([N+](=O)[O-])cc([N+](=O)[O-])c2)CC(C)(C)N(C(=O)c2ccccc2)c2ccccc21 (stereo unspecified),-1.3,2,6,-1.5,0,0,2,-3,0.8
CCOC(=O)c1c(NC(=S)N2CCN(C)CC2)sc2c1CCN(C(=O)OCC)C2,0.2,6,2,1.1,7,1,7,11,-2.0
Cc1cc(-c2nnc(CCC(=O)NC(C)c3ccccc3Cl)o2)no1 (stereo unspecified),·,-3,-1,0.9,7,-1,0,0,3.1
COc1ccccc1NC(=O)Cc1noc(CN(C)Cc2cccs2)n1,1.1,2,4,-2.5,-1,-6,0,6,1.6
COc1cccc(NC(=O)c2ccc(C(=O)c3ccccc3)o2)c1,2.0,-4,3,-1.5,-3,-4,-7,23,0.6
Cc1cccc(NC(=O)CN(CC2CCCO2)C(=O)c2oc3ccccc3c2C)c1C (stereo unspecified),0.7,-2,1,-1.9,0,0,-3,4,-2.7
Cc1cc(C)n(CC(=O)N/N=C/c2cccs2)n1,0.6,-1,-10,-0.9,-1,-3,3,4,-1.4
CN(C)S(=O)(=O)N1CCC(n2nccc2NC(=O)CCc2ccccc2)CC1,-1.0,-2,6,0.1,4,0,2,5,1.0
Cc1[nH]c(C)c(S(=O)(=O)NCc2ccc(Cl)cc2)c1C(=O)N1CCCC1,0.9,0,1,-0.5,-1,1,-1,7,-2.2

# Additional entries:
SMILES,BioA inh,BoNT F protease,PrPC surface inh,FadD28 FP inh,MazF activator,Mtb FBA inh,Rv3671c protease,GDH-TPI counter,UGM FP inh
Cc1ccc(O)c(C(=O)CC(=O)c2ccc(Cl)cc2)c1,-1.8,-25,-3,·,10,3,-10,9,-3.5
COc1cc2ccccc2cc1C(=O)Nc1ccccc1N1CCN(S(C)(=O)=O)CC1,·,-6,-13,0.4,-16,0,-25,9,-0.5
Cc1ccccc1NC(=O)c1nn(-c2ccc(F)c(F)c2)ccc1=O,·,-3,-2,-4.9,1,-1,-3,0,1.5
CCc1ccc(-c2nc(CSCC(=O)NCc3ccco3)c(C)o2)cc1,·,3,6,-8.3,0,3,·,-8,·
CCN1C(=NCc2ccco2)N[C@@H](c2cccc(C(F)(F)F)c2)C(C(=O)OC)=C1C,6.2,-40,-4,-1.7,15,1,-1,3,-1.6

# Among those listed so far, eight contain a thiophene ring, fused or not.
SMILES,BioA inh,BoNT F protease,PrPC surface inh,FadD28 FP inh,MazF activator,Mtb FBA inh,Rv3671c protease,GDH-TPI counter,UGM FP inh
COC(=O)CSc1ncnc2c(C)csc12,3.5,·,11,-0.6,6,0,-7,4,0.2
COc1ccc(C(=O)O/N=C(/c2cccs2)C(C)(C)C)cc1,0.8,?,-4,-4.5,3,4,-3,-10,1.7
O=C(O)CCc1ccc(-c2cccs2)n1NC(=O)c1ccccc1Br,-1.8,-6,-1,2.3,-3,0,-2,19,1.1
CN1CCc2c(sc(NC(=O)c3ccc4ccccc4c3)c2C(N)=O)C1,-16,?,·,0.8,·,4,-16,21,0.7
CCC[C@H]1CC(=O)C=C(c2ccsc2)ON1C(=O)OC(C)(C)C,1.1,-3,-4,-4.1,-8,-1,·,4,·
CCOC(=O)c1c(NC(=S)N2CCN(C)CC2)sc2c1CCN(C(=O)OCC)C2,0.2,6,2,1.1,7,1,7,11,-2.0
COc1ccccc1NC(=O)Cc1noc(CN(C)Cc2cccs2)n1,1.1,2,4,-2.5,-1,-6,0,6,1.6
Cc1cc(C)n(CC(=O)N/N=C/c2cccs2)n1,0.6,-1,-10,-0.9,-1,-3,3,4,-1.4

# Screening data deposited in PubChem by several laboratories.
